Compound activity (PubChem BioAssay)
PfGluPho inh: PfG6PD enzyme inhibitors, primary screen, biochemical, fluorescence intensity, uHTS; 350,000 compounds, 0.78% hits; glucose-6-phosphate dehydrogenase-6-phosphogluconolactonase (Plasmodium falciparum 3D7); PfGluPho enzyme, NADPH resazurin-diaphorase fluorescence; inhibition, % at 20 µM; AID 504690, 2011;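 active = inhibition reaching at least a set limit at 20 µM in the primary screen, cut at about 59% in these data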;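 also: 0% = DMSO wells with substrate and 100% = DMSO wells lacking glucose-6-phosphate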
SENP6 block: SENP6 protease inhibitors, primary screen, biochemical, luminescence, uHTS; Recombinant SENP6 catalytic domain, aminoluciferin luminescence; 330,000 compounds, 1.8% hits; Sentrin-specific protease 6 (Homo sapiens), Q9GZR1; inhibition, % at 10 µM; AID 2599, 2010;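 active = inhibition above about 50% at the single tested dose, limit read from the data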;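 also: plate controls were DMSO wells with enzyme for no effect and DMSO wells lacking enzyme for full effect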
Target sequence (Q9GZR1 628-1112 limits assumed): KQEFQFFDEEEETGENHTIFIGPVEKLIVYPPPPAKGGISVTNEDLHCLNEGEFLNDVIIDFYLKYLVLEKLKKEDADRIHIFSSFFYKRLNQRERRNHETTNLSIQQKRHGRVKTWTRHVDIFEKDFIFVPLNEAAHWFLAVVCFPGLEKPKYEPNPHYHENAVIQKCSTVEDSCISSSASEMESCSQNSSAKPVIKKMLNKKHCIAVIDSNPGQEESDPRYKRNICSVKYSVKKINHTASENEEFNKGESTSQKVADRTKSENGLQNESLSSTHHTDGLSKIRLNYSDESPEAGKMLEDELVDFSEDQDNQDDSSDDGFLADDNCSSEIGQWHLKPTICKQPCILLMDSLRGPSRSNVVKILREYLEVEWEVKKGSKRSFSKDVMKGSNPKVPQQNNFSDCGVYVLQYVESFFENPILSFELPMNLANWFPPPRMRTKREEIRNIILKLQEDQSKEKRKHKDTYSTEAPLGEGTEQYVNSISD
MPTP inh: mitochondrial permeability transition pore inhibitors, primary screen, biochemical, isolated mouse mitochondria, absorbance; Ca2+ swelling absorbance, 30 min; inhibition, % at 10 µM; 360,000 compounds, 1.4% hits;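 active = inhibition of 50% or more, scaled per plate between neutral and stimulator controls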;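 also: 0% = DMSO wells given calcium and 100% = 1 mM EGTA wells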
hIAP activ: human IAP activators, primary screen, biochemical, luminescence, uHTS | Intestinal-type alkaline phosphatase (Homo sapiens), P09923 | purified human IAP, CDP-Star luminescence, 30 min; active compounds read high; 1 = vehicle-only enzyme, 0 = enzyme-free background | activation factor at 10 µM | 330,000 compounds, 0.16% hits | AID 2524, 2010;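 active = activation factor of the enzyme at least 2-fold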; also: the source names both 10 and 20 µM as test concentration; values of inactives mirror those of a sister screen read the other way
ATG4B inhibitor: ATG4B protease inhibitors, primary screen, biochemical, fluorescence, uHTS; Cysteine protease ATG4B (Homo sapiens), Q9Y4P1; ATG4B cleavage of LC3-PLA2, NBD-HPC fluorescence, 1 h; inhibition, % at 8.33 µM; 340,000 compounds, 0.51% hits; AID 504462, 2011; in the data active = inhibition above about 40%
Target sequence (Q9Y4P1 whole entry, looked up): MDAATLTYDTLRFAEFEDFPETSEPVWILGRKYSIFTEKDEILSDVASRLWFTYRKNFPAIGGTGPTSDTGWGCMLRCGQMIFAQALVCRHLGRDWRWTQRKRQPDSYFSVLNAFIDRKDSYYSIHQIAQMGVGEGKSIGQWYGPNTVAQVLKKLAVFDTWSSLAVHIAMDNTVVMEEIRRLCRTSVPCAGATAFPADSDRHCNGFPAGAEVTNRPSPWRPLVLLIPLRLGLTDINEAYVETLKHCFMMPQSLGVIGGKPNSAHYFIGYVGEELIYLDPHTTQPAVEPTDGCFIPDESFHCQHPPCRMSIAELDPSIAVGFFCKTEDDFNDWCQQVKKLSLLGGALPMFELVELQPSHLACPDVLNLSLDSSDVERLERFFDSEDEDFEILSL
GRIN3A LBD mod: binders of NR3A ligand-binding domain, primary screen, biophysical, differential scanning fluorimetry, uHTS | Glutamate receptor ionotropic, NMDA 3A (GRIN3A) ligand-binding domain | NR3A LBD differential scanning fluorimetry, Tm shift; 0% = protein alone, 100% = glycine-bound protein | Tm shift relative to glycine control, % at 25 µM | 340,000 compounds, 2.5% hits;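 active = melting temperature shift of at least 10% of the positive control shift, at one fixed dose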
SENP8 block: human SENP8 protease inhibitors, primary screen, biochemical, fluorescence, Nedd8 protein substrate, uHTS; Sentrin-specific protease 8 (Homo sapiens), Q96LD8; recombinant SENP8; inhibition, % at 20 µM; 360,000 compounds, 0.64% hits; AID 602440, 2012; in the data active = inhibition mostly above about 40%, no sharp cut-off; inactive = mostly below about 27%
SENP1 FRET inh: human SENP1 catalytic domain inhibitors, primary screen, biochemical, FRET, uHTS; recombinant SENP1 catalytic domain, CyPet-SUMO1-YPet FRET cleavage; inhibition, % at 10 µM; 360,000 compounds, 0.21% hits; AID 624204, 2012;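 active = inhibition at least 30% at 10 µM, raw YFP signal under a set limit, fluorescence ratio 0.5 to 1.5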;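 also: 0% = enzyme with DMSO and 100% = no enzyme wells; some results filed as inactive read as strong as hits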
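Test system: recombinant human SENP1 catalytic domain, His6-tagged / Medium: pH 8 Tris buffer with EDTA, NaCl, BME, BSA, NP40, catalase / Also added: SUMO1 FRET substrate flanked by Cypet and Ypet, 25 nM / Times: 50 min reaction at room temperature / Signal: FRET, CFP and YFP emission / Control set: no-enzyme low control and enzyme-plus-DMSO high control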
* hit, by the source's call; · = not tested or not shown. This is a random part of the collection. About 6.7% of those tested had a hit in this group.

Compound,ATG4B inhibitor,hIAP activ,MPTP inh,PfGluPho inh,SENP1 FRET inh,SENP6 block,GRIN3A LBD mod,SENP8 block
CCC(CC)C(=O)Nc1cccc(S(=O)(=O)c2cccc(NC(=O)C(CC)CC)c2)c1,-9,1.3,58*,-9,2,-4,4,5
Cc1ccc2cc(NC(=O)c3cccc(F)c3)ccc2n1,-14,1,0.7,43,-3,58*,4,25
COc1ccc(C=O)cc1COc1ccc(C)cc1[N+](=O)[O-],6,0.98,-1.6,28,0,-4,4,14
CC1CCCCC1NC(=O)/C(C#N)=C/c1ccccc1F (stereo not given),5,0.99,6.5,16,-6,-5,3,-3
O=C(NC1CCC(O)CC1)c1ccc(NS(=O)(=O)c2cccc([N+](=O)[O-])c2)cc1 (stereo not given),5,1.1,-1.5,-14,2,-11,0,6
COc1ccc(C(=O)c2c(-c3ccc(OC)cc3)oc3ccc(-c4ccc(OC)nc4)cc23)cc1,2,0.99,-0.2,-1,-1,-12,1,-295
O=C(CN(CC1CCCO1)C(=O)CNS(=O)(=O)c1ccc(F)cc1)NCc1ccco1 (stereo not given),-5,0.96,-0.7,10,2,0,-2,1
O=c1nc(-c2ccccc2)c2cc(Br)ccc2[nH]1,4,1,0.0,-15,-12,-5,0,-110
COc1ccc(OCCOC(=O)CCS(=O)(=O)c2ccc(C)cc2)cc1,0,1.1,0.2,0,0,-19,2,8
CCC(C)[C@H]1CN=C(N)N1CC1CCCCC1 (stereo not given in full),7,1,·,-16,·,-15,0,·
O=C(N/N=C/c1cccc(Oc2ccccc2)c1)c1cc[n+]([O-])cc1,-12,0.96,2.4,2,0,-13,-3,13
N#C/C(=C\c1ccc(N2CCOCC2)o1)C(=O)NC1CCCCC1,-5,0.97,2.3,4,-36,6,-1,21
CCN(C(=O)c1cn(C)c(=O)c2cc(OC)c(OC)cc12)c1cc(OC)ccc1OC,-4,1,2.0,-1,1,-13,0,43*
O=c1[nH]c(NC2CCCCC2)nnc1Cc1ccccc1,-1,0.98,1.1,-15,-1,-6,-2,3
O=C(C1CC1)N1CCN(c2nc3ccccc3s2)CC1,10,1.3,1.0,-8,0,-6,-4,0
COc1ccc(N(CC(=O)NCCC2=CCCCC2)S(C)(=O)=O)cc1OC,-3,0.99,0.6,9,-6,-8,0,13
CCC(CC)C(=O)Nc1ccc(S(=O)(=O)Nc2nccs2)cc1,-4,1.1,-0.7,6,0,13,-1,14
O=C(Nc1cc2c3c(c1)CC(=O)N3CCC2)c1ccccc1C(F)(F)F,-6,1.1,-2.6,1,1,-6,0,2
Cc1ccsc1C(=O)OC(C)C(=O)NC1CCCCC1C (stereo not given),12,1,-0.8,-23,1,-5,0,8
COc1ccc(Cl)cc1NC(=S)NCCc1ccc(S(N)(=O)=O)cc1,-7,0.92,-2.2,-11,0,-2,-12,1
COc1cccc(NC(=O)CCC2CCN(C(=O)Cc3cccc(F)c3)CC2)c1,-4,1.3,-0.2,4,1,-7,5,6
N/C(Cc1ccc([N+](=O)[O-])cc1)=N\OC(=O)c1ccc([N+](=O)[O-])cc1,-9,0.98,3.8,22,8,-39,-2,26
Cc1ccc(NC(=O)CN(C)C(=O)COC(=O)COc2ccc(C#N)cc2)cc1,0,1.1,0.5,0,2,-11,1,-7
CSCC[C@H](NC(=O)N1CCn2c1nc1ccccc12)C(=O)NCC1CCCO1 (stereo not given in full),-3,1.3,-2.4,-12,3,-4,-2,13
COCc1cc(C)nc(OC)c1C(N)=O,10,1.1,-1.7,-4,-1,10,1,-10
CCOC(=O)CC(NC(=O)c1ccccc1)c1ccc(OC)cc1 (stereo not given),-4,0.97,1.7,-3,0,11,0,12
Nc1ccccc1NC1=CC(=O)CC(c2ccco2)C1 (stereo not given),-2,0.96,-0.7,-24,6,3,-2,1
O=C1CC(N2CCN(S(=O)(=O)c3ccc(Cl)cc3)CC2)C(=O)N1CCc1ccccc1 (stereo not given),-13,1.2,0.2,-4,4,-28,0,11
CC(C)Sc1nnc([C@@H]2CCCN2C(=O)OC(C)(C)C)o1,6,1,-2.3,13,2,0,-10,19
CCN1CCN(c2ccc(S(=O)(=O)N3CCCCC3)cc2N)CC1,-2,0.93,0.8,-3,2,-13,0,-2
Cc1ccc(C(=O)NC2CCCCNC2=O)cc1 (stereo not given),-11,0.79,-1.1,-9,2,-1,0,7
COc1ccc(C(=O)Nc2nncs2)c(OC)c1,-5,1.1,-3.2,22,1,5,2,4
O=C(c1ccc(-c2nnc(Nc3cccc(Cl)c3)c3ccccc23)cc1)N1C[C@H]2C[C@H](C1)c1cccc(=O)n1C2,-8,0.91,0.7,26,0,11,-7,-183
COc1ccc(NC(=S)NCc2ccc(Cl)cc2)c(OC)c1,-4,0.93,0.2,17,-1,-13,-2,15
O=C(O)c1ccccc1C(=O)Nc1n[nH]c(=S)s1,-7,0.93,0.6,72*,0,1,14*,10
Cc1ccc(CNC(=O)CS(=O)Cc2nc(-c3cccs3)oc2C)cc1 (stereo not given),-7,0.87,-0.6,-1,-3,0,-1,-4
Fc1ccc(Nc2ncnc3sccc23)cc1,-2,0.93,-0.6,4,-65,-4,-22,-4
CC1(c2nnc(Cc3ccccc3)o2)CC(c2ccc(F)cc2)=NO1 (stereo not given),6,1.2,1.7,-6,1,-3,1,12
COc1ccc(S(=O)(=O)N2CCN(C(=O)c3oc4ccccc4c3C)CC2)cc1,-5,1,0.1,15,0,-7,1,-10
O=C(N/N=C/C(Cl)=C\c1ccccc1)c1cnccn1,-1,1.1,-0.9,-7,0,-9,-7,-17
CC(NC(=O)CN(C)Cc1nc2ccccc2c(=O)[nH]1)c1ccccc1 (stereo not given),-9,1.9,-2.6,-9,-2,-14,4,22
O=C1c2ccccc2C(=O)N1CCc1ccccn1,-12,0.86,-0.1,0,1,-17,0,15
O=C(NCC1CC1)Nc1cccc(Cl)c1,-2,0.91,1.7,6,0,-10,-2,12
O=Cc1ccc(N2CCCC2)c([N+](=O)[O-])c1,6,0.96,-0.6,2,0,-17,-3,17
CCCCN(C(=O)C(C)Oc1cccc(Cl)c1)c1c(N)n(CCC)c(=O)[nH]c1=O (stereo not given),0,1,-1.6,-3,-2,-5,2,6
CC(C)CN(C(=O)C1CCCC1)C1CCS(=O)(=O)C1 (stereo not given),8,0.98,-0.3,-3,0,-14,-2,4
CCC(C(=O)Nc1ccsc1C(=O)OC)c1ccccc1 (stereo not given),-1,0.97,2.1,-12,0,5,0,22
O=C(COC(=O)c1ccc(O)cc1)NCCCc1ccccc1,1,·,-0.5,-20,1,·,-1,16
Cc1ccc(S(=O)(=O)NNC(=O)Nc2ccccc2F)c(C)c1,-8,1,1.0,7,-1,-12,1,-2
c1ccc(OCc2nc3ccccc3s2)cc1,2,0.97,1.3,-10,-2,93*,1,17
Cc1cc(C(=O)COC(=O)c2ccc(CO)cc2)c(C)n1CC1COc2ccccc2O1 (stereo not given),-3,1,0.3,0,-4,6,-3,0
CC(C)c1ccc(C(=O)OCC(=O)Nc2cccc(S(=O)(=O)NC3=NCCC3)c2)cc1,·,·,-0.3,-16,-1,·,·,17
CCCn1c(N2CCN(CC(=O)c3c(C)n(C)c4ccccc34)CC2)nc2c1c(=O)[nH]c(=O)n2C,-10,1.6,-1.7,-4,1,19,-2,5
CCCn1nnc(NC(=O)c2cc(Br)cc(Br)c2OC)n1,-1,1.2,0.9,-6,1,-2,3,5
Cc1ccc(-n2c(=O)c(C#N)cc3c(=O)n4ccccc4nc32)cc1C,-5,1.1,1.4,-9,-31,4,-2,-248
C=C(C)c1cccc(C(C)(C)NC(=O)N2CC(C)OC(C)C2)c1 (stereo not given),-15,0.85,-1.9,6,1,-6,1,6
CC(C)CCNC(=O)CCn1nc(-c2ccccc2)ccc1=O,0,1.1,0.2,4,-1,-16,-2,-10
COC(=O)C1=C(C)Nc2ncnn2C1c1ccc(OC(=O)c2ccccc2)cc1 (stereo not given),5,1.1,0.2,-8,-3,-26,1,27
NC(=O)CSc1nnc(-c2cccs2)n1-c1ccccc1,2,1.1,-0.8,-14,1,3,-3,20
O=S(=O)(Nc1ccccc1N1CCCCC1)c1ccccc1,9,1.3,-0.5,57,0,-4,0,1

Reprinted from the part before: two entries, followed by the next part.
Compound,ATG4B inhibitor,hIAP activ,MPTP inh,PfGluPho inh,SENP1 FRET inh,SENP6 block,GRIN3A LBD mod,SENP8 block
NC(=O)CSc1nnc(-c2cccs2)n1-c1ccccc1,2,1.1,-0.8,-14,1,3,-3,20
O=S(=O)(Nc1ccccc1N1CCCCC1)c1ccccc1,9,1.3,-0.5,57,0,-4,0,1
COc1cc(OC)cc(C(=O)N[C@H](C(=O)NCCc2ccc(S(N)(=O)=O)cc2)C(C)C)c1,-9,1.1,-1.4,-10,0,-15,-1,1
Oc1ccc(CN2CCCc3ccccc32)c2cccnc12,5,1,-2.2,19,-37,4,0,-2
O=C(N1CCCCC1)C1(c2ccccc2)CCOCC1,0,1.1,9.8,-20,-1,-15,-1,23
Cc1ccc(S(=O)(=O)N2CCC[C@H]2C(=O)NC2=NCCS2)cc1,4,·,-0.9,4,0,·,2,5
COc1ccc(S(=O)(=O)N2CCN(C(=O)c3sccc3-c3ccccc3)CC2)cc1,-9,0.99,0.8,-1,0,-3,0,2
CC1CCN(C(=S)Nc2ccc(SC(F)F)cc2)CC1,10,1.1,-0.4,3,2,-11,-1,20
Cc1ccc(O)c(N=Nc2ccc(S(=O)(=O)N3CCOCC3)cc2)c1,0,0.79,1.0,2,3,-28,0,34
CC(=O)Nc1ccc(NC(=O)c2ccc(S(=O)(=O)N3CCCCCC3)cc2)cc1,·,·,-0.1,1,3,·,·,23
O=C(NCc1ccc(F)cc1)c1cccc2c1C(=O)c1ccc(N3CCC(Cc4ccccc4)CC3)cc1S2(=O)=O,-22,1,-0.8,5,-20,-9,0,-22
COc1ccc(C(CNS(=O)(=O)c2ccccc2)N2CCN(C)CC2)cc1 (stereo not given),-3,1.2,-1.0,5,2,-5,1,14
Cc1c(NC(=O)CSc2nnc(N)s2)c(=O)n(-c2ccccc2)n1C,3,0.96,1.3,-4,2,-23,3,6
O=C(NCCc1ccccc1)C1CCN(S(=O)(=O)c2cccc3nonc23)CC1,-4,1.1,-6.1,-9,6,-15,0,9
CC(=O)c1cn(CC(=O)Nc2ccc(C)cc2C)c2ccccc12,-5,1,28,14,0,11,2,15
O=C(CCCOc1ccccc1)N1CCN(C(=O)c2ccco2)CC1,-3,0.85,-0.8,-12,1,-11,1,11
COc1ccccc1NC(=O)N1CCN(C(=O)c2ccco2)CC1,-1,0.84,-1.8,0,0,0,0,0
CCCCn1c(SCC(=O)N2CCN(c3ccccc3)CC2)nc2ccsc2c1=O,17,1.1,-0.6,0,0,1,-2,14
